Source: PubChem (Fisher Drug Discovery Resource Center)
mcGAS RapidFire – inhibitors of Mus musculus cyclic GMP-AMP synthase, initial high-throughput assay, cell-free, RapidFire MS; inhibition, % at 12.5 µM; recombinant mouse cGAS, cGAMP by RapidFire MS; 0.18% of 130,000 active;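 active = inhibition of cGAS enzyme activity at or above 60%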;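 note: enzyme stimulated by 45 bp dsDNA with ATP and GTP substrates; cGAMP share of summed cGAMP plus half ATP and half GTP signals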
Target sequence (Q8C6L5 whole entry, looked up): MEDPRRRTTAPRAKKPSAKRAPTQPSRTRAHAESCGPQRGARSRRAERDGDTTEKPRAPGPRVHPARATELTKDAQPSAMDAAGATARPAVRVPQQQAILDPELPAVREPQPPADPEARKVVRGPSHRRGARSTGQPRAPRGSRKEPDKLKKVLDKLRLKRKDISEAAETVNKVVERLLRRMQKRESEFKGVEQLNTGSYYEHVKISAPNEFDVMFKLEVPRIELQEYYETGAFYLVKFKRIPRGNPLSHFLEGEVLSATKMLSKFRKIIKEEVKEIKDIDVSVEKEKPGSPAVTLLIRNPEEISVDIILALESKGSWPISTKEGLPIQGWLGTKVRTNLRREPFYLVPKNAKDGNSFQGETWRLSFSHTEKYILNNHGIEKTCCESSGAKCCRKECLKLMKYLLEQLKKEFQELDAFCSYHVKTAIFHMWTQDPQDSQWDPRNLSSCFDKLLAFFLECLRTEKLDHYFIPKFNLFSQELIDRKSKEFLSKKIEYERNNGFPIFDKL
Starred values were filed as active, the others as inactive; & = joins results of further samples.

SMILES | mcGAS RapidFire
CCCC(CC(=O)OCC)NC(=O)c1cn(CCC2CCCCC2)nn1 (configuration not stated) | 3.5
O[C@@H]1CN(c2ccnc3ccccc23)CC[C@H]1N1CCN(c2ccccn2)CC1 | 3.1
Cc1ccccc1S(=O)(=O)N1CCCn2nc(C(=O)N3CCCC3)cc2C1 | -27.6
Cc1ccc(F)c(CN(CCC(N)=O)C(C)C)c1F | -10.8
CCCc1cc(C(=O)N2[C@@H]3CC[C@H]2CNC(=O)C3)cs1 | -18.1
CSc1ccc([N+](=O)[O-])c(C(=O)Nc2nccs2)c1 | -12.0
C#CCN(Cc1cccnc1)C(=O)NCC1(Sc2ccccc2)CCCC1 | -16.4
Cn1ccnc1-c1ccc(N2CCc3c([nH]c4ccccc34)C2)nn1 | -32.4
CC(=O)Nc1cc(NC(C)=O)cc(C(=O)NC2(C)CCC(C)CC2)c1 (configuration not stated) | 1.9
CCOC(=O)N(C)c1ccc(NC(=O)c2ccc3c(c2)OCO3)cc1 | -10.7
COc1ccc(CN2CCCN(C(=O)C3CCN(C(=O)c4cccs4)CC3)CC2)cc1 | 0.9
Cc1nonc1CC(=O)NC1CC(=O)N(Cc2ccccc2C(F)(F)F)C1 (configuration not stated) | -0.5
Cn1cc(CCNC(=O)NCc2nnc3n2CCCCC3)cn1 | -7.8
CC(C)(C)C1CCC(=NNc2ccc([N+](=O)[O-])cc2)CC1 (configuration not stated) | -6.3
Cc1ccc(C2(O)CCN(C(=O)COc3ncnc4ccccc34)CC2)nc1 | -10.5
O=C1CCCCCN1CC(=O)N1CCCC2(C1)C(=O)Nc1ccccc12 (configuration not stated) | -14.0
COc1ccc(Cl)cc1N1CC(C(=O)Nc2ccc(F)cc2C(F)(F)F)CC1=O (configuration not stated) | -11.8
Cc1cc(C)n(-c2ccc(C(=O)N(C)Cc3ccon3)cc2)n1 | -14.7
O=C(CNc1ccc(Cl)cc1)Nc1c(F)cccc1F | -12.2
Cc1cc(I)ccc1NC(=O)CN1CCN(Cc2ccco2)CC1 | -0.1
O=C1CCc2cc(Cl)c(S(=O)(=O)NC(c3ccc(F)cc3)C3CCCC3)cc2N1 (configuration not stated) | -10.0
Cn1nc(C2CCCCC2)cc1N | 5.0
COc1cc(F)c(CN2CCC3(CCCO3)CCC2=O)cc1OC (configuration not stated) | 4.4
CC(C)C(CNC(=O)c1cc(S(=O)(=O)NC2CC2)ccc1Br)Nc1ccccc1 (configuration not stated) | 0.3
CC(Oc1ccc2c(c1)OCO2)c1n[nH]c(C2CC2)n1 (configuration not stated) | 7.6
FC(F)(F)c1cnc(NN=Cc2ccc3c(c2)OCCO3)c(Cl)c1 | -4.3
COc1cccc(C2CCN(C(=O)c3ccc(CSC)o3)C2)c1OC (configuration not stated) | -3.8
CN(CCC#N)S(=O)(=O)c1cc2c3c(c1)CCN3C(=O)CC2 | 6.3
CCN1CCCC1CNC(=O)CCC1CCN(Cc2ccc3nsnc3c2)CC1 (configuration not stated) | -1.1
CC(C)n1ccnc1SCn1nnc2ccccc2c1=O | 0.4
CCn1c(C2CCCN(Cc3cc4c(cc3C)OCCO4)C2)n[nH]c1=O (configuration not stated) | 6.9
COc1ccc(NC(=O)CCC(=O)OC(C(=O)c2ccc(C)c(C)c2)c2ccccc2)cc1 (configuration not stated) | -4.3
O=C(NN=Cc1cccs1)C1=COCCO1 | -16.8
O=C(O)C1CCN(C(=O)CSc2n[nH]c(=O)n2CC2CCCO2)CC1 (configuration not stated) | -5.3
Cc1ccccc1CNC(=O)CC1C(=O)NCCN1CC1CCCCC1 (configuration not stated) | -5.6&-4.2
O=S1(=O)Nc2ccc(O)cc2-c2cc(Cl)ccc21 | -3.6

The closing 2 entries of the part above come first, to join the parts.
SMILES | mcGAS RapidFire
Cc1ccccc1CNC(=O)CC1C(=O)NCCN1CC1CCCCC1 (configuration not stated) | -5.6&-4.2
O=S1(=O)Nc2ccc(O)cc2-c2cc(Cl)ccc21 | -3.6
O[C@@H]1CN(CCc2ccccc2)CC[C@H]1N1CCN(c2ccccc2F)CC1 | -2.8
Cc1ccc(C(C(O)C(=O)c2c[nH]c3ccccc23)N2CCN(c3ccccn3)CC2)cc1 (configuration not stated) | -3.1
S=C(NN=C1CCCc2ccccc21)NC1CCCCC1 | -6.0
COCCNC(=O)C1CCCN(C2CCN(c3noc(C(C)C)n3)CC2)C1 (configuration not stated) | -19.7
O=C(c1cc(F)ccc1C(F)(F)F)N1CCc2c([nH]c3ccccc23)C1c1ccccc1F (configuration not stated) | -3.9
O=S(=O)(CC1CCCO1)Nc1ccc(N2CCCC2)c(Cl)c1 (configuration not stated) | -21.8
Cc1ccc(CC(=O)NCCN2CCCCC2CO)cc1 (configuration not stated) | -19.9
O=C(OCc1cc(=O)n2c(n1)sc1ccccc12)c1cc(=O)c2ccccc2o1 | 0.9
O=C(c1ccc(F)cc1)N1CCCC(OCCOc2ccccc2)C1 (configuration not stated) | -2.0
CS(=O)(=O)Oc1ccc(CNCc2ccccc2)cc1 | -3.2
O=C(Cc1cccc(OC(F)F)c1)NC1CCN(CC(F)F)CC1 | -10.0
Cn1c(=O)c2c(nc(N3CCc4ccccc4C3)n2CCSc2ncccn2)n(C)c1=O | -2.3

Of the compounds above, five contain an aryl methoxy group.
SMILES | mcGAS RapidFire
COc1ccc(CN2CCCN(C(=O)C3CCN(C(=O)c4cccs4)CC3)CC2)cc1 | 0.9
COc1ccc(Cl)cc1N1CC(C(=O)Nc2ccc(F)cc2C(F)(F)F)CC1=O (configuration not stated) | -11.8
COc1cc(F)c(CN2CCC3(CCCO3)CCC2=O)cc1OC (configuration not stated) | 4.4
COc1cccc(C2CCN(C(=O)c3ccc(CSC)o3)C2)c1OC (configuration not stated) | -3.8
COc1ccc(NC(=O)CCC(=O)OC(C(=O)c2ccc(C)c(C)c2)c2ccccc2)cc1 (configuration not stated) | -4.3

Following part.
SMILES | mcGAS RapidFire
COc1ccc(C(C)NC(=O)Cc2nn(C)c(=O)c3ccccc23)cc1F (configuration not stated) | -31.9
Cn1c(Nn2cccc2)c(C#N)c(=O)n(C)c1=O | -3.7
COc1ccc(CNC(=O)c2cn(Cc3ccc(C(=O)N(C)C)cc3)c(=O)s2)cc1OC | -7.4
Cc1cccc(C2CCCN2Cc2csc(-c3cnn(C)c3)n2)c1 (configuration not stated) | -53.3
Cc1ccc(-n2nc(-c3ccco3)cc2C(=O)O)cc1 | 0.5
COCC(=O)N1CCCN(C(=O)CSc2ccncc2)CC1 | 1.1
Cc1ccc(NC(=O)C2CC2)cc1NS(=O)(=O)c1ccc(Cl)s1 | 3.9
CC1CC(C)CN(Cc2nc3c(c(=O)n(C)c(=O)n3C)n2Cc2cccc3ccccc23)C1 (configuration not stated) | -3.1
CCOC(=O)C1(Cc2ccc(F)cc2)CCCN(C(=O)c2ccco2)C1 (configuration not stated) | -8.6
O=C(Nc1ccc(C(F)(F)F)cn1)N1CCN(c2ncccc2C(F)(F)F)CC1 | -6.5
Cc1ccc(S(=O)(=O)NCc2cccc(-c3ncn[nH]3)c2)cc1F | -11.0
Nc1c(-c2ccccc2)cnn1-c1ccc([N+](=O)[O-])cc1 | -31.1
Cc1cccc(N2CCN(Cn3nc(C)n(-c4ccccc4C)c3=S)CC2)c1 | -12.3
O=S(=O)(Oc1ccc(CNCc2ccc(F)cc2)cc1)c1ccc(F)cc1 | -2.5
COCCNC(=O)C1=CN2CCN(Cc3c(C)noc3C)C(=O)N=C2O1 | -8.2
CSc1ccc(CN(C(=O)[C@@H](N)Cc2c[nH]c3ccccc23)C2CC2)cc1 | -9.5
COc1ccc(S(=O)(=O)CC(=O)N2CCN(c3nc4c(F)cccc4s3)CC2)cc1 | -2.7
CCCCCCCOc1ccc(C(C)=NOC)cc1 | 42.1
O=C(c1ccc2c(c1)OCO2)C1CCCN(C(=O)c2cnn(Cc3ccccc3)c2)C1 (configuration not stated) | -16.8
Oc1[nH]c2ccc(F)cc2c1N=Nc1c(Cl)cc(Cl)cc1Cl | -12.0
CC(C)c1nccn1Cc1cc(C(=O)N(C)CC2COc3ccccc3O2)n[nH]1 (configuration not stated) | -2.7
Cc1ccc(C(=O)N2CCC(c3ccc(F)cc3)CC2)s1 | 1.1
COCCNC(=O)CSc1ncnc2c1nnn2C | 0.6
O=C(Nc1cc(F)ccc1OCC1CCCO1)c1ccsc1 (configuration not stated) | -10.0
O=C(c1ccc(Br)o1)N1CCC(C(O)c2ccccc2)CC1 (configuration not stated) | -9.3
CCc1cc(NCc2ccccc2)n(C)n1 | -9.6
COc1cccc2sc(N(Cc3ccccn3)C(=O)c3cc(C)nn3C)nc12 | -5.5
CCOC(=O)N=S(N)(=O)c1ccc(Cl)cc1 (configuration not stated) | -1.1
c1ccc(CCN2CCC(Cn3ccnc3C3CC3)CC2)cc1 | 5.1
N#CC(C(=O)C1c2ccccc2-c2ccccc21)c1nc2ccccc2s1 (configuration not stated) | -6.8
CC(=O)C1(C)N(O)C(C)(C)C(c2ccc(F)cc2)=[N+]1[O-] (configuration not stated) | 4.4
CN(C)C(=O)C1CN(C(=O)c2cc(S(=O)(=O)N3CCCC3)cn2C)c2ccccc2O1 (configuration not stated) | -4.3
CCCOC1CCCN(Cc2ccc(O)c(O)c2)C1 (configuration not stated) | 38.8
Cc1cc(C)n(C2CCN(Cc3cccn3-c3ncccn3)C2)n1 (configuration not stated) | -8.7
O=C(Nc1cccc(-c2cccc(Cl)c2)c1)C1CCN(C(=O)c2csnn2)CC1 | -4.5
COc1ccc(NC(=O)Cn2c3ccccc3c(=O)c3ccccc32)c(OC)c1 | -1.7
CN(C)S(=O)(=O)c1ccc2c(c1)/C(=C\CCN1CCNCC1)c1ccccc1S2 | 4.7
NCCc1cccc(-c2cc(NCc3ccccn3)nc3[nH]ccc23)c1 | 11.2
Cc1ccc2c(=O)c(-c3nc(-c4cccc(F)c4)no3)cn(CC(=O)NCCC3=CCCCC3)c2n1 | -6.3
CCOc1ccc(NC(=O)COc2cc(C(C)(C)C)nn2-c2nc(C)cc(C)n2)cc1 | -5.9
COc1ccc(CNc2[nH]ncc2C(N)=O)c(Cl)c1 | -5.5
CCN(C)C(=O)c1ccc(N2C[C@H]3CC=CC[C@H]3C2)nc1 | -28.1
CCn1c(C2CCCN(Cc3ncc(C)[nH]3)C2)nn(CCN(C)C)c1=O (configuration not stated) | -33.2
CCOC(=O)N1CCN(C(C)C(=O)Nc2nc(-c3ccc(C)cc3)cs2)CC1 (configuration not stated) | -5.1
Cc1ccc(C)c(NC(=O)CN(C)C(=O)Cn2nc(C)c([N+](=O)[O-])c2C)c1 | -4.9
Cc1cc(N2C(=O)c3ccc(C(=O)Nc4ccc(O)cc4C(=O)O)cc3C2=O)no1 | 31.7
CC(NC(=O)NCCCc1ccc(O)cc1)c1cnn(C)c1 (configuration not stated) | 0.9
CC(C)Cc1cc(C(=O)N2CCC(c3nnc4n3CCCCC4)CC2)n[nH]1 | -12.0
CC(NC(=O)Cc1ccc2c(c1)OCCO2)c1ccc(Cl)s1 (configuration not stated) | -14.8
c1ccc(N2CCC(CNc3nccn4cnnc34)C2)cc1 (configuration not stated) | 2.2
CC(C)C1CCCN(C(=O)C2CCN(C(=O)N3CCCC3)CC2)CC1 (configuration not stated) | 1.6
CCc1nnc(NC2CC(=O)N(C(C)C)C2)c(C#N)c1CC (configuration not stated) | 0.7
O=C(c1cccs1)N1CCN(c2ccc3nnc(-c4ccco4)n3n2)CC1 | -1.9
CSc1nc2c(c(=O)[nH]1)C(c1cccs1)C1C(=O)CC(C)(C)CC1=N2 (configuration not stated) | 6.6
O=C(c1cc(-c2cccnc2)on1)N(CC1CCOC1)c1ccccc1 (configuration not stated) | -9.4
CC(=O)Cn1c(Br)nc2c1c(=O)n(C)c(=O)n2C | -19.8
CCOC(=O)C(OCC)(OCC)C(c1ccccc1)C(C#N)S(=O)(=O)c1ccccc1 (configuration not stated) | 2.6
COCCN(CC1CCCO1)C(=O)c1cc2n(n1)CCN(C(C)C)C2 (configuration not stated) | -17.0
c1n[nH]c(SCc2ccc(CSc3ncn[nH]3)cc2)n1 | -9.2
Cc1cc(C(C)(C)C)cc(C)c1CCNC(=O)c1ccncc1 | 2.1

Ordered by SMILES length (smallest number first): part of the list above
SMILES | mcGAS RapidFire
Cc1ccc(NC(=O)C2CC2)cc1NS(=O)(=O)c1ccc(Cl)s1 | 3.9
COCCNC(=O)C1=CN2CCN(Cc3c(C)noc3C)C(=O)N=C2O1 | -8.2
COc1cccc2sc(N(Cc3ccccn3)C(=O)c3cc(C)nn3C)nc12 | -5.5
Cc1ccccc1S(=O)(=O)N1CCCn2nc(C(=O)N3CCCC3)cc2C1 | -27.6

The listing continues:
SMILES | mcGAS RapidFire
Cc1csc(Sc2ccc(N)cc2Cl)n1 | -0.7
Cn1cccc1C(=O)C(=O)N1CC[C@@](C)(O)[C@@H](Cc2ccccc2)C1 | -46.7
COc1ccc(C(CNc2ccc(C(F)(F)F)cn2)N(C)C)cc1OC (configuration not stated) | -5.4
CC(C)C(=O)Nn1cnc2c(cnn2-c2ccccc2)c1=O | -1.5
CCc1c(Cl)nc(C)nc1N1CCCC(C(=O)Nc2ccccc2)C1 (configuration not stated) | -31.7
CCOC(=O)c1sc(N)c(C#N)c1CSc1nc(C)nc2sc(C(=O)OCC)c(C)c12 | -3.1
CCn1c(C(C#N)=Cc2ccc(C)cc2)nc2ccccc21 | 1.4
Cn1ccc2c(-c3cccc(-n4cnnc4)c3)ccnc21 | -12.7
O=C(CCn1ccc(=O)[nH]c1=O)NCc1cc(-c2ccc(F)cc2F)on1 | -1.3
O=c1c2cnc3ncnn3c2ccn1-c1ccccc1F | -10.8
C=C1c2ccccc2NC(=O)N1C(C)c1ccccc1F (configuration not stated) | -15.3
CCOC(=O)N1CCN(C2CCCN(C(=O)c3ccccc3C(F)(F)F)C2)CC1 (configuration not stated) | 1.2
CN(C)C(=O)c1nnc2n1CCN(Cc1ccc(-c3ccccc3)cc1)C2 | -2.2
COC(=O)c1cc(C(C)C)nc2c1c(-c1ccc(OC)cc1)nn2C1CCS(=O)(=O)C1 (configuration not stated) | -9.0
O=c1c(Cl)c(NCCNc2ccc([N+](=O)[O-])cc2)cnn1C12CC3CC(CC(C3)C1)C2 | -46.4
Cc1ccc(C(NC(=O)N2CCN(c3ccccc3)CC2)C2CC2)cc1 (configuration not stated) | -12.8
O=C(O)CC(NC(=O)c1ccc(=O)n(Cc2ccccc2)n1)c1ccccc1 (configuration not stated) | 2.1

Not all compounds are listed. The share of hits here may be higher or lower than overall.
